# High-throughput results as filed in PubChem.
# Dynein transport = dynein cargo transport inhibition. z-score, hits read low. 220,000 compounds, 0.47% hits. 3617.4 mouse cells, GR-EGFP nuclear translocation imaging; test concentration mostly 20 µM; stimulated with dexamethasone, 1 µM; stronger effect = lower value;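 active = plate z-score of nuclear minus cytoplasmic receptor signal below a set negative limit, without overly bright fluorescence or cell loss, cut at about -3.5 in these data, passing the limit was not always enough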;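 also: z-score of nuclear minus cytoplasmic ring GR-EGFP intensity difference per well; some compounds called inactive have numbers as strong as hits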
#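 Medium: Induction medium lacking tetracycline, stripped serum | Probe or stimulus: 1.0 µM final dexamethasone stimulus | Schedule: 48 h induction, then 1 h compound, then 30 min agonist, 37 °C | Signal: Automated 10x imaging of fixed Hoechst-stained cells | Evaluation: Per-cell GR-EGFP intensity, nucleus versus surrounding cytoplasmic ring, well-averaged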
# bCat nuc transl = modulators of beta-catenin nuclear translocation; nuclear translocation activity, % at 5 µM; 190,000 compounds, 0.3% hits; AID 1665; HeLa beta-catenin nuclear translocation, immunofluorescence imaging;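 active = nuclear translocation activity above 50% at 5 µM, with a well cell count of 50 or more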;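 also: per-cell ratio of nuclear to cytoplasmic median beta-catenin stain intensity; plate controls were DMSO negative control for no effect and GSK-3 inhibitor IX positive control for full effect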
#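 assay system = human HeLa cells, endogenous beta-catenin | times = compound treatment 24 h, 37°C, 5% CO2 | detection = Anti-beta-catenin immunofluorescence on PFA-fixed, Triton-permeabilized cells, DAPI nuclei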
# Autophagy HCS = autophagy modulation, high-content screen | MEF GFP-LC3 puncta imaging; test concentration mostly 10 µM | calls only at 10 µM (by protocol) | 190,000 compounds, 0.98% hits | AID 463193;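 active = percentage of spot-positive cells more than 3 SD above its plate mean, without a fluorescence outlier flag or 80% toxicity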;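 also: spot-positive cell cutoff set from DMSO-treated cells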
# CSM14.1 death rescue = protection against thapsigargin-triggered cell killing – 384-well, CSM14.1, ATP luminescence, primary screen (AID 1222); cellular ATP content (survival), % at 20 µM; hits with a dose series show EC50 in µM; CSM14.1 thapsigargin-induced death rescue, ATP luminescence; higher % means a stronger effect; 190,000 tested, under 10 active;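 active = EC50 below 50 µM in the dose-response confirmation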;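 also: death triggered by thapsigargin at about 15 µM added after 2 h compound pretreatment; cell ATP read after overnight thapsigargin exposure of roughly 18 to 22 hours; normalized against plate controls of thapsigargin alone and 5% DMSO vehicle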
# Ins promoter up = MIN6 insulin promoter up-regulation. z-score at 5 µM. 190,000 compounds, 0.3% hits. AID 1625. MIN6 insulin promoter-GFP reporter, high-content imaging; stronger effect = higher value;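 active = z-score above 3 at 5 µM with at least 500 cells counted in the well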
# Salmonella PhoP GFP = inhibitors of PhoP regulon expression, primary screen, Salmonella Typhimurium, GFP reporter (AID 1863); inhibition, % at 50 µM; hits with a dose series show IC50 in µM; 300,000 compounds, 0.16% hits; S. Typhimurium PhoP-regulated promoter GFP reporter, 4 h; higher % means a stronger effect;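 active = inhibition over 29.93%, a cutoff 3 SD above the screen mean, later confirmed by dose response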;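 also: 0% = low Mg2+ inducing control and 100% = high Mg2+ repressing control; strong numbers were not always called active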
# T cell HTS = T cell immune modulators affecting CD8 T cell-vesicle binding | 2C CD8+ T cell-vesicle binding, flow cytometry; stronger effect = lower value | calls only at 7 µM | 330,000 compounds, 0.068% hits | AID 2052;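 active = response, share of CD8 T cells binding vesicles, and their 90th percentile fluorescence all below set limits, cut at about 80% in these data, passing the limit was not always enough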
#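 Benchmarks: naked versus QL9-loaded vesicles / Assay system: purified 2C TCR transgenic mouse naive CD8+ T cells / Technique: high-throughput flow cytometry with anti-B7-1 and anti-CD8 staining / Timing: Cell–vesicle co-incubation 1.5 h at 37 °C, staining 20 min on ice / Read-out: percent CD8+ FL2 mean versus row control / Probe or stimulus: QL9-loaded Drosophila micro-vesicles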
# Hep lipid drop = modulators of hepatic lipid droplet formation; AML12 mouse hepatocytes, oleate lipid droplets, BODIPY imaging; inhibition, % at 6.5 µM; 240,000 compounds, 0.4% hits; AID 1656;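 active = lipid droplet intensity inhibited by at least 50%, with more than 500 cells counted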
#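 Assay system: AML12 mouse liver cells | Compound: 6.5 µM single-point dosing | Schedule: Overnight exposure | Technique: Fluorescence imaging, 20x objective, two fields per well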
# MT stabilize HCS = stabilizes microtubules in HeLa cells | HeLa tubulin immunostaining HCS, 24 h; share of cells brighter than vehicle mean+2SD | 200,000 compounds, 0.83% hits | % tubulin-high responders, % at 10 µM;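 active = plate Z-score above 3 for both tubulin-high and condensed-nucleus cell shares, with cell loss under 80%, at 10 µM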;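 also: anti alpha tubulin signal scored within the nucleus-defined area of each cell; some results filed as inactive read as strong as hits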
# Dynein transport cytoplasmic EGFP = second read-out of Dynein transport, no call of its own (marks repeat the call); z-score; measured here: cytoplasmic GR-EGFP intensity; stronger effect = higher value
# Dynein transport nuclear GR-EGFP = also measured in Dynein transport; calls as there; z-score; measured here: nuclear GR-EGFP intensity;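 lower value marks the stronger effect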
# Dynein transport cell count = further read-out of Dynein transport, marked with its call; z-score; measured here: cell count per field
# Ins promoter up cell count = also measured in Ins promoter up; calls as there; cell count; measured here: cytotoxicity, nuclei count;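 total cells summed across four imaged fields per well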
# Hep lipid drop cells 6.5 µM = second read-out of Hep lipid drop, no call of its own (marks repeat the call); cell count; measured here: cell count, cytotoxicity flag;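 cells counted across two imaged fields per well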
# bCat nuc transl cell count 5 µM = also measured in bCat nuc transl; calls as there; cell count; measured here: cell count, cytotoxicity flag
# T cell HTS vesicle-bound % = second read-out of T cell HTS, no call of its own (marks repeat the call); double positive events, %; measured here: CD8+ vesicle-bound cell fraction;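 binding gate set so that unloaded-vesicle control wells show 10% double positive cells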
# MT stabilize HCS Hoechst-high % = recorded beside MT stabilize HCS, whose call it bears; % Hoechst-high responders; measured here: nuclear condensation Hoechst responders;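 share of cells brighter than vehicle mean plus two SD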
# MT stabilize HCS cytotoxicity % = further read-out of MT stabilize HCS, marked with its call; toxicity, %; measured here: cytotoxicity by cell density;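 0% = mean cell density of plate MIN control wells and 100% = no cells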
# Autophagy HCS cell loss 18 h = second read-out of Autophagy HCS, no call of its own (marks repeat the call); toxicity, %; measured here: cell loss, nuclei count;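 cell loss after 18 h compound exposure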
# * marks the source's active call; other numbers are inactive results; i = inactive; x = no result given.
# Sequence of screens – Dynein transport, Dynein transport cytoplasmic EGFP, Dynein transport nuclear GR-EGFP, Dynein transport cell count, bCat nuc transl, bCat nuc transl cell count 5 µM, Autophagy HCS, Autophagy HCS cell loss 18 h, CSM14.1 death rescue, Ins promoter up, Ins promoter up cell count, Salmonella PhoP GFP, T cell HTS, T cell HTS vesicle-bound %, Hep lipid drop, Hep lipid drop cells 6.5 µM, MT stabilize HCS, MT stabilize HCS Hoechst-high %, MT stabilize HCS cytotoxicity %
> CS/C(=N\S(=O)(=O)c1ccc(N)cc1)NS(=O)(=O)c1cccs1
  -0.0983, -0.348, -0.111, -0.798, -3.3, 915, i, -20.8, -1.3%, 0.12, 1274, -1.2%, i, 28.4, x, x, 6.2, 2.0, 2.8
> COc1ccc2c(C)cc(SCC(=O)Nc3cc(C(N)=O)cc(C(N)=O)c3)nc2c1
  -4.89, 1.69, -1.89, -4.8, -2.3, 1117, x, x, x, -0.12, 1372, -11.9%, i, 50.8, 2.4, 660, x, x, x
> CCNC(=O)C1CCN(S(=O)(=O)c2ccc(F)cc2)CC1
  -0.163, -0.234, 0.167, 0.00399, -1.5, 1015, i, 3.6, -0.1%, 0.1, 1573, -0.1%, i, 15.9, x, x, 4.4, 1.8, 1.5
> CCOc1ccccc1C1C2CCCCC2(O)CCN1C(=O)c1cccs1 (stereo unspecified)
  0.625, -0.265, 0.247, 0.233, -1.4, 1056, i, 4.6, 6.1%, 2.43, 1464, 8.8%, i, 23.4, 3.4, 720, 3.9, 1.6, 8.8
> O=C(CN(C(=O)CCC(=O)Nc1nccs1)c1ccc2c(c1)OCO2)NCC1CCCO1 (stereo unspecified)
  -0.266, -0.366, 0.0656, -0.00228, -2.4, 1132, i, 9.3, -0.9%, 0.07, 1879, -6.8%, i, 0.7, -10.0, 564, 3.2, 1.5, 7.5
> C=CCn1c(C(C)NC(=O)COC)nc2ccccc21 (stereo unspecified)
  -0.942, -0.147, -0.389, -0.187, -1.0, 1140, i, -5.4, -1.4%, 0.38, 1934, -4.4%, i, 34.2, -0.8, 618, 1.8, 1.6, 5.1
> CCN(CC)C(=O)CN1C(=O)C2(NC(=O)c3ccccc3N2)c2ccccc21 (stereo unspecified)
  -0.721, -0.236, -0.116, 0.287, -0.8, 1013, i, -2.4, 0.1%, -0.2, 1360, -2.8%, i, 64.9, 6.8, 713, 2.3, 1.7, 11.7
> Cc1ncsc1CCC(=O)N1CCCC(C(=O)c2cccc(Cl)c2)C1 (stereo unspecified)
  -0.616, -0.169, -0.416, -0.397, -1.4, 1010, i, 27.6, 2.1%, x, x, 9.5%, i, 26.6, -2.6, 729, 2.2, 1.6, 2.8
> CCCOc1ccc(C(=O)OCC(=O)c2c(N)n(C)c(=O)n(C)c2=O)cc1OC
  -0.476, -0.129, -0.211, -0.595, -1.7, 1047, i, -5.9, 0.2%, 1.83, 1274, 3.7%, i, 50.1, 0.6, 673, 2.5, 3.0, 8.9
> NCC(O)COc1ccc2c(c1)OCO2 (stereo unspecified)
  1.2, -0.267, 0.778, 0.651, 1.6, 952, i, -3.8, x, 0.44, 1131, 4.7%, i, 19.0, 18.9, 697, 2.0, 1.8, 4.2
> O=C(CSCc1nc2c(nnn2Cc2ccc(F)cc2)c(=O)[nH]1)Nc1c(Cl)cc(Cl)cc1Cl
  0.0958, -0.382, -0.553, 0.903, 1.3, 1068, i, 3.2, -0.8%, 1.29, 1035, 9.3%, i, 46.8, 2.9, 729, 3.2, 1.6, 8.3
> CCCCNC(=S)NNC(=O)c1sccc1C
  -0.303, -0.206, -0.253, 0.444, -3.0, 1407, i, 28.7, 1.8%, -0.6, 1566, 8.0%, i, 51.0, x, x, 1.1, 1.3, 10.1
> S=C1COC(c2ccccc2)N1c1ccccc1 (stereo unspecified)
  -0.615, -0.251, -0.00213, 0.445, -0.2, 1257, i, 4.7, 1.1%, -0.11, 1279, 0.5%, i, 14.7, -7.8, 749, 3.1, 1.3, 2.2
> O=C(CNC(=O)c1cccs1)N/N=C/c1c[nH]c2ccccc12
  -0.175, -0.209, -0.426, 0.279, -1.3, 1112, i, -16.0, 0.5%, 1.61, 1183, 4.4%, i, 30.3, 0.6, 686, 2.1, 1.3, 4.7
> COc1ccc(/C(C)=N\NS(=O)(=O)c2ccccc2)cc1OC
  -0.126, -0.234, -0.125, 0.368, -1.8, 546, i, -9.9, -2.9%, -0.13, 1410, -2.2%, i, 13.4, -6.4, 622, 2.0, 2.2, 8.8
> O=c1[nH]nc(Cc2ccc3ccccc3n2)c2ccccc12
  -1.28, -0.274, -0.354, 0.491, 3.2, 1429, i, 4.6, 0.4%, 0.12, 1473, 0.9%, i, 21.3, x, x, 4.0, 2.5, 2.7
> COc1ccccc1-n1c(SCC(=O)Nc2ccc(Br)cc2)nc(O)cc1=O
  -1.08, -0.246, 0.0936, -0.167, 0.7, 1273, x, x, x, -0.35, 1018, -7.0%, i, 34.7, -3.6, 655, x, x, x
> COc1ccccc1CN(Cc1cc2c(C)ccc(C)c2[nH]c1=O)Cc1nnnn1Cc1ccco1
  -2.53, 0.152, -1.05, -0.501, -0.7, 1066, i, 5.1, x, -0.54, 1396, -4.0%, i, 13.2, -40.8, 548, 0.8, 1.1, 0.6
> COc1ccc(-n2c(C)nn(CCOc3ccccc3)c2=O)cc1
  -0.574, -0.0162, 0.485, -0.563, -3.6, 1051, i, 9.1, 1.0%, -0.35, 1362, -11.9%, i, 61.7, 9.4, 658, 5.6, 3.0, 3.5
> CC(C)(C)C(=O)Nc1cc(C(F)(F)F)ccc1N1CCOCC1
  0.274, -0.292, -0.0421, 0.802, -1.9, 506, i, 2.0, -2.4%, x, x, -6.8%, i, 41.4, -5.7, 782, 3.2, 2.1, 2.2
> CS(=O)(=O)N1CCN(c2ccccc2NC(=O)Cc2ccccc2)CC1
  -0.208, -0.236, -0.235, 0.77, 4.2, 1166, i, 2.7, 2.7%, -0.52, 1282, 6.8%, i, 45.4, 2.9, 750, 4.5, 1.8, 2.4
> OC[C@@H]1CCCN1Cc1cn(-c2ccccc2)nc1-c1ccc2c(c1)OCO2
  -0.155, -0.299, -0.278, 0.549, 6.0, 935, i, 25.9, -2.1%, -0.22, 1425, 6.8%, i, 43.4, -9.5, 659, 1.5, 0.9, 0.6
> Cc1cc(C)nc(N/N=C/c2cn[nH]c2-c2ccc(F)cc2)n1
  -0.646, -0.265, 0.304, -0.0146, -1.0, 1372, x, x, x, -0.87, 1016, -3.9%, i, 30.8, -0.9, 725, x, x, x
> COc1ccc(-n2cccc2C=O)cc1OC
  0.325, -0.164, 0.326, 0.15, x, x, i, -3.6, 2.5%, x, x, 0.0%, i, 41.7, x, x, 3.3, 1.5, 7.4
> CC1CCN(c2ccc(/C=C(\C#N)c3nn(-c4ccccc4)c(N)c3C#N)cc2[N+](=O)[O-])CC1
  -1.03, -0.0202, -0.246, -0.514, -1.7, 868, i, 2.6, -0.2%, -1.78, 1063, -7.2%, i, 45.1, -10.1, 591, 2.4, 1.8, 2.7
> CC(C)COC(=O)c1ccc2c(c1O)C(=O)c1ccccc1C2=O
  -0.681, -0.03, -0.317, 0.25, 0.7, 1223, i, -1.9, -2.5%, 0.6, 1022, -2.8%, i, 10.8, 16.7, 768, 1.6, 0.9, 4.2
> O=C(CSc1nnc(-c2ccc(F)cc2)c2ccccc12)Nc1c(F)cccc1F
  -0.469, -0.247, 0.344, 0.573, -5.4, 532, i, -63.7, 1.3%, -1.11, 1256, 8.0%, i, 29.8, -0.4, 627, 3.5, 6.8, 4.5
> CCn1c(SCC(=O)n2c(C)c(C)c3ccccc32)nnc1-c1ccco1
  -0.508, -0.199, -0.134, 0.884, -3.3, 1128, i, 3.1, -1.8%, 0.32, 1203, -1.1%, i, 24.8, -10.7, 769, 1.9, 1.2, 3.2
> O=C(/C=C/Nc1ccccc1Oc1ccccc1)c1ccco1
  -0.77, -0.255, -0.0638, -0.559, 1.9, 845, i, 21.9, 2.7%, x, x, 4.8%, i, 26.9, -5.1, 638, 1.8, 2.0, 0.2
> C=CCN1CC(c2nc3ccccc3n2Cc2cccc3ccccc23)CC1=O (stereo unspecified)
  -0.668, -0.243, -0.985, 0.316, x, x, i, -1.7, -2.2%, x, x, 18.0%, i, 52.6, x, x, 3.2, 1.9, 9.8
> O=C(NCc1cn2ccccc2n1)c1ccc(Br)o1
  -0.839, -0.202, -0.475, 0.338, 0.0, 981, i, 1.4, -1.6%, -0.39, 1414, -0.2%, i, 37.5, -3.5, 669, 1.7, 2.6, 0.6
> COc1ccc(N2CCN(c3nc4c(c(=O)n(C)c(=O)n4C)n3CCCc3ccccc3)CC2)cc1
  x, x, x, x, -1.7, 1172, x, x, -1.5%, -0.09, 1016, x, i, 11.2, x, x, x, x, x

# Compounds as they come; about 3% have a hit in one of these screens.
